PNC assembly inh: perinucleolar compartment assembly inhibition. activity change (PNC), negative = inhibition, % at 10 µM. PC3M PTB-GFP, PNC prevalence imaging, 16 h; active compounds read low. 3.1% of 140,000 active. AID 2417;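 active = readout at or below -70, meaning at least 70% loss of cells showing the perinucleolar compartment, a nuclear body marking cancer cells; inconclusive = readout between -30 and a set limit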;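 also: plate controls were DMSO wells for no effect and camptothecin positive control wells for full effect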
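Compounds are pinned in duplicate onto adhered PC3M cells stably expressing GFP-tagged PTB and incubated 16 h at 37 C. Cells are then fixed, nuclei stained with Hoechst, and PNC-positive cells counted.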
12-hLO inh: inhibitors of human 12-lipoxygenase (ALOX12); P18054; 0.12% of 150,000 active; purified 12-hLO, xylenol orange hydroperoxide absorbance; Potency, µM (doses to about 57.1 µM), without a hit: at the highest dose activity change, negative = inhibition, hits mostly inhibitors; AID 1452; also: potency is read from the fitted curve at half-maximal effect; nearly all actives have a fitted effect of over 55% in size; many of its hits are not listed in these tables
Target sequence (P18054 whole entry, looked up): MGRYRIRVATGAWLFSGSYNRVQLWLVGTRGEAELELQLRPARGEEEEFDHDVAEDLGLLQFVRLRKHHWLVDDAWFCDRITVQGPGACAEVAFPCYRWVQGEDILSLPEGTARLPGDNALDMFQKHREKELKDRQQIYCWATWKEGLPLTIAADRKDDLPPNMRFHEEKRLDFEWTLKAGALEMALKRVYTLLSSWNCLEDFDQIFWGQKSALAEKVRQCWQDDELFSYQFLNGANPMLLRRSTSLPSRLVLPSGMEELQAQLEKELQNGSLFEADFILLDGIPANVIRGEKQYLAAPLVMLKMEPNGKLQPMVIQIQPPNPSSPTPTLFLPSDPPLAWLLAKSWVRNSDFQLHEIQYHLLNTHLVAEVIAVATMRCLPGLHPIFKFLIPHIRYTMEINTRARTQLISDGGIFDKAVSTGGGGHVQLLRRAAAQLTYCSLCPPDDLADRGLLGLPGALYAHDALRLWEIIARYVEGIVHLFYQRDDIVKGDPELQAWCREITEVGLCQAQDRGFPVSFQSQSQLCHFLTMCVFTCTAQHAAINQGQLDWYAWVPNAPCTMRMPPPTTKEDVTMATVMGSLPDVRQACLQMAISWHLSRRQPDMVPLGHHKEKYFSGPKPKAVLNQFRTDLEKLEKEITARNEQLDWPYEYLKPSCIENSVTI
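Hydroperoxide formation by human 12-lipoxygenase from 40 uM arachidonic acid was followed colorimetrically via ferric-xylenol orange complex, using the 573/405 nm absorbance ratio. Enzyme concentration was 150 nM, with 30 min reaction at room temperature.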
15-hLO-2 inh: blocks human 15-lipoxygenase 2 activity | purified 15hLO-2, xylenol orange hydroperoxide absorbance | Potency, µM (top dose mostly 57.1 µM), without a hit: at the top dose activity change, negative = inhibition, usual class: inhibitors | 0.56% of 110,000 active | AID 881; also: potency is read from the fitted curve at half-maximal effect; nearly all actives have a fitted effect of over 60% in size; many of its hits are not listed in these tables
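Enzyme 50 nM, AA 45 uM, 25 mM Hepes pH 7.5 + 0.01% Triton X-100; cpd preinc 15 min RT, rxn 90 min RT; stop/detect with 200 uM XO + 300 uM Fe(II) in 50 mM H2SO4, 30 min; A573/A405.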
IMPase cell inh: IMPase inhibition in cells; P97697; CHO-M1 cells, IP1 accumulation, HTRF TR-FRET ratio; inhibition (IP1 accumulation), % at 46.1 µM; 120,000 tested, under 10 active; active = well fitted curve in the direction sought with a large enough effect in the signal ratio, not every such curve was filed as active; inconclusive = small, poorly fitted or top-dose-only effect, or a change in a side signal; inactive = no such curve, though single readings can be large or run the other way; the % refers to the signal ratio;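 also: cells stimulated with carbachol in lithium chloride buffer; plate controls were DMSO basal wells for no effect and reference inhibitor wells for full effect; higher means more IMPase inhibition seen as more IP1 and lower FRET ratio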
Target sequence (P97697 whole entry, looked up): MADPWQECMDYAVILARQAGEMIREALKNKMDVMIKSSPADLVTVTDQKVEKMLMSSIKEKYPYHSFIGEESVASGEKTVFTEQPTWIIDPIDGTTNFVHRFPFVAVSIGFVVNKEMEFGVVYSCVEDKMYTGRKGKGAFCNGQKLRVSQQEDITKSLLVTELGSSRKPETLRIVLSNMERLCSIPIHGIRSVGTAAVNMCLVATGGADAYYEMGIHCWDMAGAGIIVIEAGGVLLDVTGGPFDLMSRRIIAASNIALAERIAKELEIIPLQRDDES
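CHO-M1 cells (CHO stably expressing M1 receptor), compound up to 46 uM final, stimulated with carbachol (50 uM as added) in buffer with 50mM LiCl, pH 7.4, 30 min at 37C. Cytosolic IP1 read by TR-FRET; AC50 from Hill fits.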
An asterisk follows results filed as active; ? = inconclusive; . = not tested or not shown; [ ] = another dose, or the depositor's remark. Unless noted, calls follow the shape of the dose curve; as a rule, active = well fitted curve in the direction sought with a large enough effect; inconclusive = small, poorly fitted or top-dose-only effect, or another doubt; inactive = no such curve, though single readings can be large; an effect the other way counts as inactive or inconclusive. Unless noted, % is scaled to controls: 0 for no effect and ±100 for the full control effect.

SMILES	PNC assembly inh	12-hLO inh	15-hLO-2 inh	IMPase cell inh
CCOc1cc(CNCCO)cc(Br)c1OCc1ccc(Cl)cc1	10	-2%	59%[activator]	4
O=C(CN1C(=O)c2ccccc2C1=O)NN1C(=O)c2ccccc2C1=O	-17	-6%	?	-8
CC(C)(C)NC(=O)C(c1ccccc1)N(Cc1ccco1)C(=O)c1csnn1 (stereo not given)	-26	1%	6%	1
CCOc1cc2nc(-c3ccc(OC)c(OC)c3)nc(N3CCOCC3)c2cc1OC	21	-1%	20%	?
N[C@@H](Cc1cnc[nH]1)C(=O)O	.	6%	2%	0
O=C(Nc1ccc2c(c1)OCCO2)C1CCN(c2cnccn2)CC1	-19	-3%	-4%	-8
COC(=O)c1ccc(-c2nc(-c3ccc(Br)o3)no2)cc1	?	6%	-15%	-3
CCc1ccc(CNc2ccc(N3CCN(C(C)=O)CC3)cc2)cc1	?	?	13µM*	12
COc1ccc(-c2cc(CCCC(=O)NCc3ccccn3)no2)cc1	22	-4%	3%	3
c1ccc(OCc2nn3c(-c4ccccn4)nnc3s2)cc1	20	1%	-10%	-3
c1ccc(-c2csc3nnc(SCc4ccc5c(c4)OCCO5)n23)cc1	11	-4%	.	0
Brc1ccc(-c2nnc(SCCC3OCCCO3)o2)cc1	69	3%	-2%	3
Cc1ccc(OCC(=O)NCc2cccs2)cc1	?	1%	0%	7
CC1CN(c2oc(-c3ccccc3Cl)nc2C#N)CC(C)O1 (stereo not given)	38	-1%	-1%	11
CC(=O)N1CCc2cc(S(=O)(=O)NC(CC(C)C)C(=O)N3CCn4c3nc3ccccc34)ccc21 (stereo not given)	?	1%	1%	-5
COc1cc(C)c(S(=O)(=O)Nc2ccc(CC(=O)O)cc2)cc1C	?	-1%	.	-12
CCC(=O)N1CCc2cc(S(=O)(=O)NCCCN(CC)Cc3ccccc3)ccc21	-16	-1%	2%	5
COc1ccccc1NC(=O)c1ccc(NC(=O)COC(=O)C2CC2C)cc1 (stereo not given)	30	4%	.	.
O=C(NCCCN1CCOCC1)c1ccc(CNS(=O)(=O)c2ccc(Br)cc2)cc1	-6	-1%	.	.
Cc1cccc(N2CCN(c3ccc(N4C(=O)CCCC4=O)cc3[N+](=O)[O-])CC2)c1C	-15	3%	.	.
Cc1ccc(CNC(=O)C2CCN(S(=O)(=O)c3cccs3)CC2)o1	?	-5%	.	-7
Cc1ccc(S(=O)(=O)Nc2ccc(-c3nc4ccc(C)cc4s3)cc2)cc1	?	-8%	.	.
CCCCN(CC)C(=O)CN(C)S(=O)(=O)c1cccc2nsnc12	41	0%	.	3
C=CCN(CCNP(=O)(OCC)OCC)CP(=O)(OCC)OCC	92	3%	0%	3
COc1ccc(N=C(N)N=C(N)N)c(OC)c1	72	4%	.	.
C(#Cc1ccccc1)C[N+]1(CC#Cc2ccccc2)CCCC1	92	4%	.	.
CCOC(=O)c1sc(NC(=O)c2ccc(CC)s2)nc1C	-7	3%	-2%	-3
OCCN(Cc1ccccc1)Cc1cccc(Cl)c1Cl	?	-26%	-8%	6
COc1ccccc1OCCc1nnc(N)s1	38	2%	-5%	0
CCN(CC)CCn1c(-c2ccccc2)nc2c(NCc3ccccc3)nc(C)nc21	.	-3%	13%	.
CNC(=O)c1[nH]cnc1C(=O)Nc1ccccc1OC	?	1%	.	-4[0.369 µM]
O=C(Cn1cc2c(n1)CCCCC2)NCc1ccccc1	2	-3%	3%	5
O=C(O)CC(c1ccccc1)c1ccccc1	-24	0%	-1%	-2
O=C(CSc1nc(-c2ccc(F)cc2)cs1)N1CCc2ccccc21	-10	-5%	-1%	1
Cc1ccc(N2C(N)=C(C#N)C3(C(=O)N(C)c4ccccc43)C3=C2CC(C)(C)CC3=O)cc1Cl (stereo not given)	?	-10%	8%	1
COc1ccc(-c2c3c(=O)n(C)c(=O)n(C)c3cn2Cc2cccnc2)cc1	0	-4%	-19%	-2
Nc1nc(SCC(=O)NC2CCCC2)[nH]c(=O)c1-c1ccccc1	3	6%	3%	-7
CCNc1nc(Oc2ccc(=O)[nH]n2)nc(N2CCOCC2)n1	?	-5%	0%	2
COc1cc(C(=O)O)nc2ccccc12	-12	-7%	0%	1
Cc1ccc(NC(=O)c2ccc(C#CC3(O)CCCCC3)cc2)cc1C	16	-1%	5%	8

Structures listed so far shown as hits in 15-hLO-2 inh.
SMILES	PNC assembly inh	12-hLO inh	15-hLO-2 inh	IMPase cell inh
CCc1ccc(CNc2ccc(N3CCN(C(C)=O)CC3)cc2)cc1	?	?	13µM*	12

Continuation:
SMILES	PNC assembly inh	12-hLO inh	15-hLO-2 inh	IMPase cell inh
CCC(=O)NC(c1ccccc1)c1nc2ccccc2[nH]1 (stereo not given)	-1	0%	0%	7
CCS(=O)(=O)N1CCCC(C(=O)NCc2ccc3c(c2)OCO3)C1 (stereo not given)	103	2%	1%	-1
Cn1c(=O)oc2cc(S(=O)(=O)NCCC(=O)N3CC=C(c4ccccc4)CC3)ccc21	-9	-3%	-14%	6
COc1cccc(-c2nccc(NCc3cccc(C)c3)n2)c1	.	-1%	32%[activator]	.
Cc1ccc(OCC(=O)Nc2ccc(-c3nc4ncccc4o3)cc2)cc1	-4	2%	-9%	23
Cc1ccc(CCc2nnc(SCC(=O)Nc3cc(Cl)ccc3Cl)n2-c2ccccc2)o1	-8	1%	.	.
Cc1oc(-c2ccc(Cl)cc2)nc1CSCC(=O)NCCCN1CCOCC1	-7	0%	23%	-6
Cc1[nH]c2c(C)cccc2c1CCNS(=O)(=O)c1cccc([N+](=O)[O-])c1	?	-2%	.	.
CCOC(=O)c1cnc(SCC(C)C)nc1N	-29	7%	9%	5
O=C(O)C1CCCCC1C(=O)Nc1ccc2c(c1)OCCO2 (stereo not given)	7	-7%	5%	2
CCOC(=O)C1=C(CN2CCN(c3ccc(F)cc3)CC2)NC(=O)NC1c1cccs1 (stereo not given)	33	-7%	3%	1
COc1ccc(C(=S)Nc2ccc(N(C)C)cc2)cc1	-6	-7%	-5%	?
CC[C@]1(O)C[C@H]2CN(CCc3c([nH]c4ccccc34)[C@](C(=O)OC)(c3cc4c(cc3OC)N(C=O)[C@H]3[C@@](O)(C(=O)OC)[C@H](OC(C)=O)[C@@]5(CC)C=CCN6CC[C@]43[C@H]65)C2)C1	.	-5%	51%[activator]	2
COc1ccccc1-c1cc(C(=O)NCCc2ccccc2)no1	?	-2%	7%	4
Cc1c(C(=O)C(=O)N2CCCc3ccccc32)c2ccccc2n1C	?	-2%	.	6
CCOC(=O)C1=C(N)N2C(=O)C(C)SC2=C(C(=O)OC)C1c1ccccc1OC (stereo not given)	-29	1%	2%	12
COc1ccc2oc(C)c(C(N)=O)c2c1	-12	6%	6%	10
NNC(=O)Cn1c(SCc2ccccc2)nc2ccccc21	-25	-3%	-1%	1
Cc1noc(/C=C/c2ccco2)c1S(=O)(=O)N1CCC(C(=O)NCc2ccco2)CC1	10	-15%	-16%	7
CCOC(=O)Cn1c(=O)c2c(nc3n2CCCCN3c2ccc(C)cc2)n(C)c1=O	-15	-1%	-1%	17
CC(=O)Nc1ccc([C@H]2[C@H](C)CC[C@H]3C(=O)N4[C@@H](CC[C@@H](C)[C@@H]4c4ccc(NC(C)=O)cc4)C(=O)N32)cc1	?	-3%	.	.
CCCCn1c(CCNC(=O)CC)nc2ccccc21	27	1%	6%	8
COC(=O)CCc1c(C)c(C#N)c2nc3ccccc3n2c1N1CCCC1	?	-2%	-6%	5
S=C(NC1CCCCC1)N1CCN(C/C=C/c2ccccc2)CC1	?	-6%	.	.
COc1ccc(N2CCN(C(=O)CCNS(=O)(=O)c3cccs3)CC2)cc1	-14	-1%	-3%	-2
NS(=O)(=O)c1ccc(CCNc2ncnc3c2c(-c2ccccc2)cn3-c2ccc(F)cc2)cc1	20	1%	4%[11.4 µM]	1[1.84 µM]
OCCCCNc1cccc2ccccc12	44	-13%	?	-4
Cc1cc2c(C)nc(-c3ccccc3)nc2o1	-29	-7%	-5%	5
Cc1cccc(-c2cc(C(=O)NCCCn3ccnc3)c3ccccc3n2)c1	8	-10%	37%[activator]	-5
COc1ccc(CN2CCN(C(=O)c3cc(OC)c(OC)c(OC)c3)CC2)cc1OC	-100*	-3%	.	1
O=c1[nH][nH]c(-c2ccccc2)c1C=Nc1ccccc1	22	-6%	-2%	17
Cc1ccccc1NC(=S)NNC(=O)c1cccnc1	-13	-1%	.	.
CCOP(=O)(c1ccccc1)C(O)c1ccccc1 (stereo not given)	2	-4%	.	.
O=c1cc(CSc2nnc(COc3ccccc3Cl)o2)nc2sccn12	-10	-8%	13%	1
CCOC(=O)C1=C(C)N(C)C(=O)NC1c1ccc(C)s1 (stereo not given)	-30	0%	-4%	1
O=C(Nc1c2c(nc3ccccc13)CCCC2)c1cccc([N+](=O)[O-])c1	-9	-4%	.	.
CCc1ccc(N2C(=O)c3ccc4c5c(ccc(c35)C2=O)CC4)cc1	-12	0%	-5%	-8
CCC(CC)C(=O)Nc1cc(C(=O)OC)cc(C(=O)OC)c1	-27	0%	8%	3
O=C(CSc1n[nH]c(-c2cc(Cl)ccc2Cl)n1)NCCN1C(=O)CSC1=O	26	0%	.	9
N#CCSc1ncnc2c1cnn2CCO	-12	7%	-10%	-1
CCC1(C)Cc2c(sc3c2c(=O)n(C)c2nnc(SCCc4ccccc4)n32)CO1 (stereo not given)	-11	-4%	-9%	-5
COc1ccc(CCNC(=O)CC2Nc3ccccc3NC2=O)cc1 (stereo not given)	-1	-11%	36%[activator]	8
CCn1c(C)[n+](CC(O)COCC2CC=CCC2)c2ccccc21 (stereo not given)	-18	1%	1%	4
COc1ccccc1C(=O)N(CN1CCCC1=O)c1cccc(Cl)c1	20	-4%	2%	-1
CCn1c(C(=O)N2CCC(Cc3ccccc3)CC2)cc2sccc21	11	-16%	6%	-2
CC(C)(C)C(=O)N1CCN(c2ccc([N+](=O)[O-])c(-n3nc(-c4ccccc4)c4ccccc4c3=O)c2)CC1	?	-1%	.	.
O=Cc1ccc(Cl)cc1	.	-2%	5%	.
S=c1[nH]nc(-c2cccnc2)n1-c1ccccc1	-88*	1%	.	6
COc1cc(C(=O)N/N=C2\CCS(=O)(=O)c3ccc(F)cc32)cc(OC)c1OC	8	1%	.	.
CC1(C)OC2CC3C4CCC5=CC(=O)C=C[C@@]5(C)[C@]4(F)C(O)C[C@@]3(C)[C@]2(C(=O)CO)O1 (stereo not given in full)	.	0%	-7%	.
CCOC(=O)C1=C(C)NC2=C(C(=O)CC(C)(C)C2)C1c1ccsc1 (stereo not given)	-21	3%	1%	9
Cc1ccc(-c2cc(C(=O)N/N=C/c3ccco3)n[nH]2)s1	9	-8%	.	.
COc1cccc(-c2cc(C(F)(F)F)n3ncc(S(=O)(=O)c4ccccc4)c3n2)c1	19	0%	-3%	4
CC(O/N=C/c1ccccc1OC(F)F)C(=O)Nc1cccc(S(=O)(=O)N2CCOCC2)c1 (stereo not given)	11	-2%	.	.
Cc1cccc(C)c1Nc1nnc(SCC(=O)Nc2sccc2C#N)s1	?	0%	.	.
CCCc1oc(C(=O)O)cc1CN	8	0%	5%	-10
N#CNC(=Nc1cccc(F)c1)SCc1cccc(F)c1	-16	1%	.	.

A second format for three compounds above:
COc1cc(C(=O)N/N=C2\CCS(=O)(=O)c3ccc(F)cc32)cc(OC)c1OC
  PNC assembly inh: 8; 12-hLO inh: 1%; 15-hLO-2 inh: .; IMPase cell inh: .
Cc1ccc(-c2cc(C(=O)N/N=C/c3ccco3)n[nH]2)s1
  PNC assembly inh: 9; 12-hLO inh: -8%; 15-hLO-2 inh: .; IMPase cell inh: .
CCCc1oc(C(=O)O)cc1CN
  PNC assembly inh: 8; 12-hLO inh: 0%; 15-hLO-2 inh: 5%; IMPase cell inh: -10

The list is partial; rates above refer to the full screens.
